D2 agonist: activates the human D2 dopamine receptor; hit rate 0.53% among 340,000; P14416; activation, % at 2 µM; HEK293 T-REx D2 cells, calcium flux agonist mode;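 active = activation over 3 SD above normal in the single-dose calcium agonist read, cut at about 30% in these data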; also: 0% is about no effect
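Agonism scored from kinetic calcium signal (1 read/sec, 180 s) following compound pin transfer, after a 10 s baseline. Cells: HEK293 Trex line expressing inducible D2 receptor coupled to calcium, dye-loaded after overnight culture at 30 C.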
TRHR PAM: allosteric enhancers of human TRH receptor; P34981; TRHR cells, fluo-8 calcium fluorescence, EC20 TRH enhancement; enhancement, % at 2 µM; hit rate 0.66% among 360,000; AID 493056; in the data active = enhancement above about 30%; also: 0% is about no effect
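Enhancer read-out: after compound pinning and an initial kinetic agonist-mode read, an EC20 of TRH (10 nM final) was injected and fluo-8 calcium signal (Ex 480/Em 530) followed at 1 s/cycle for 100 cycles in TRHR-expressing cells.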
D1 agonist: activates the human D1 dopamine receptor; P21728; AID 504660; hit rate 1% among 360,000; activation, % at 2 µM; HEK293 T-REx D1 cells, calcium flux, agonist mode; in the data active = activation above about 30%; also: 0% is about no effect
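Tetracycline-induced HEK293 TREx D1 cells, force-coupled to calcium signalling, were dye-loaded with a no-wash calcium kit. Compound was pin-added after a 10 s baseline. Fluorescence was read kinetically at 1 cycle/s for 180 s, with calcium rises flagged as agonism.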
D1 PAM: potentiators of human D1 dopamine receptor; P21728; HEK293 TREx D1 cells, calcium flux, dopamine EC20 potentiation; potentiation, % at 10 µM; hit rate 0.036% among 360,000; AID 504651; in the data active = potentiation above about 30%; also: 0% is about no effect
D2 antag: D2 dopamine receptor (human) antagonism; P14416; HEK293 TREx D2 cells, calcium flux, dopamine EC80; inhibition, % at 10 µM; hit rate 2% among 340,000; in the data active = inhibition above about 30%; also: 0% is about no effect
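Compounds are added to dye-loaded, induced HEK293 T-REx cells coupled to calcium release via D2; after a 3 min kinetic read an EC80 dopamine stimulus is given and fluorescence is recorded for 3 more min.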
RXFP1 ag: RXFP1 (human) receptor agonism; Potency, µM (highest dose often 57.5 µM), inactives show at the highest dose activation, hits mostly activators; hit rate 0.3% among 370,000; HEK293T-RXFP1 cAMP TR-FRET, 30 min; response scale: percent of porcine relaxin response, buffer zero; AID 2676; active = well fitted activation curve with a large enough effect; inconclusive = small, poorly fitted or top-dose-only effect; also: potency is read from the fitted curve at half-maximal effect; % is scaled to controls: 0 for no effect and ±100 for the full control effect; nearly all actives have a fitted effect of over 60% in size; many of its hits are not listed in these tables
Target sequence (Q9HBX9 whole entry, looked up): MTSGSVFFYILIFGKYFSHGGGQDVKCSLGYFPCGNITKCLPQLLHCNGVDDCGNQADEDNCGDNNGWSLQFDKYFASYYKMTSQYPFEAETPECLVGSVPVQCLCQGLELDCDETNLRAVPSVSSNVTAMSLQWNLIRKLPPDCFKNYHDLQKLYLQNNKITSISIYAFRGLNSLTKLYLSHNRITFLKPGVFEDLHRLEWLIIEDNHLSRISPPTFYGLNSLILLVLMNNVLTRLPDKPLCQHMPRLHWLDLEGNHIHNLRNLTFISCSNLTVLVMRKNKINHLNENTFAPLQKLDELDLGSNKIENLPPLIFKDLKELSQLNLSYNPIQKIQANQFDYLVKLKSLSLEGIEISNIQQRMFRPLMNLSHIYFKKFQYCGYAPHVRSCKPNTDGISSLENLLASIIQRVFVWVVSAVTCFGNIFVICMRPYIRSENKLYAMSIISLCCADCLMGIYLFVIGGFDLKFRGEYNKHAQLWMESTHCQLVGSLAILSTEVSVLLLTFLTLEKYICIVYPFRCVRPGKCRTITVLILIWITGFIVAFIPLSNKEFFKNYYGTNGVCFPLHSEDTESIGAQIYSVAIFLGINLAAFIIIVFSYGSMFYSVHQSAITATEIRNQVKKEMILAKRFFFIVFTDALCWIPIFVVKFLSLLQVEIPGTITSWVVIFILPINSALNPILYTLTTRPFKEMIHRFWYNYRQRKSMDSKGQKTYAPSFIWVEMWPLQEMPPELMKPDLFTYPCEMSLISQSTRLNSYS
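Agonist response is measured as cAMP accumulation in an RXFP1-transfected HEK293T line under PDE4 inhibition. Values are scaled between buffer-only and 29 nM porcine relaxin, and EC50s come from standard Hill equation fits.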
D2 potentiator: D2 dopamine receptor (human) potentiation | hit rate 0.34% among 340,000 | P14416 | HEK293 T-REx D2, calcium flux, EC20 dopamine potentiation | potentiation, % at 10 µM;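 active = potentiation over 3 SD above the plate norm, cut at about 30% in these data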; also: 0% is about no effect
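Potentiation of an EC20 dopamine calcium response is measured in a force-coupled, tetracycline-inducible Hek293 Trex D2 line. Compound-only kinetic reads over 180 s flag agonists before dopamine addition.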
RXFP1 antag: RXFP1 (human) relaxin receptor antagonism; Q9HBX9; HEK293-RXFP1, relaxin-stimulated cAMP HTRF, 30 min; active compounds read low; activity change, negative = inhibition, % at 57.5 µM; hit rate 0.59% among 350,000; AID 1259400;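 active = activity change of -60% or lower, but not beyond a set lower limit; inconclusive = change between -60% and -40%, or beyond the set limit; inactive = change above -40%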; also: % is scaled to controls: 0 for no effect and ±100 for the full control effect
D1 antagonist: blocks dopamine activation of the human D1 receptor; activity change, negative = inhibition, % at 10 µM; P21728; hit rate 3.2% among 360,000; HEK293 TREx D1 cells, calcium flux, dopamine EC80; active compounds read low; in the data active = activity change below about -30%; also: % is scaled to controls: 0 for no effect and ±100 for the full control effect
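Tetracycline-induced HEK293 T-REx cells with force-coupled D1 receptor were loaded with a no-wash calcium dye. Compound was added after a 10 s baseline and read kinetically for 180 s; EC80 dopamine was then added and calcium flux followed another 180 s.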
* hit, by the source's call; ? = inconclusive; . = not tested or not shown.

The opening two compounds (preview)
SMILES	D2 agonist	TRHR PAM	D1 agonist	D1 PAM	D2 antag	RXFP1 ag	D2 potentiator	RXFP1 antag	D1 antagonist
COc1cccc(C(=O)NCC(c2ccc3c(c2)OCO3)N2CCOCC2)c1 (configuration not stated)	-0.6	-2	2	-4	.	-1.5%	16	-5	-2
O=C(Nc1ccc(F)cc1)Nc1ccccc1NS(=O)(=O)c1cccs1	-1.6	8	23	-8	-12	1.2%	-3	2	-8

This part in full, repeating the preview:
SMILES	D2 agonist	TRHR PAM	D1 agonist	D1 PAM	D2 antag	RXFP1 ag	D2 potentiator	RXFP1 antag	D1 antagonist
COc1cccc(C(=O)NCC(c2ccc3c(c2)OCO3)N2CCOCC2)c1 (configuration not stated)	-0.6	-2	2	-4	.	-1.5%	16	-5	-2
O=C(Nc1ccc(F)cc1)Nc1ccccc1NS(=O)(=O)c1cccs1	-1.6	8	23	-8	-12	1.2%	-3	2	-8
Fc1ccc(N2CCN(c3ncnc4c3nc3n4CCCCC3)CC2)cc1	-1.1	-5	9	0	.	0.3%	-1	.	-21
CCCCOc1ccc(C(=O)NCC(=O)NCC(c2cccs2)N2CCOCC2)cc1 (configuration not stated)	0.0	6	2	-5	-1	-0.1%	10	8	-4
O=C(N/N=C/c1ccc(OC(=O)c2ccccc2Cl)cc1)c1ccccn1	0.0	31*	1	3	6	1.3%	5	-8	-15
CCC(CC)C(=O)Nc1nnc(S(=O)(=O)N2CCCc3ccccc32)s1	-1.2	-6	3	-5	3	-0.6%	3	.	-3
COc1cc(S(=O)(=O)N2CCN(C(=O)c3ccco3)CC2)c(OC)cc1C	0.8	-16	2	-4	-4	-2.2%	1	-1	-2
O=C(O)CN1C(=O)C2C3CC(C2C1=O)C1C(c2ccccc2)c2sc(=O)[nH]c2SC31 (configuration not stated)	0.5	0	3	-4	5	2.8%	-4	-17	1
COc1ccc(O)c(-c2[nH]ncc2C(=O)c2ccccc2C)c1	-0.2	-12	3	-1	-12	2.3%	-15	-9	-13
O=C(CSc1nnnn1-c1ccc(Cl)cc1)N1CCc2ccccc2C1	0.7	-3	4	7	0	1.2%	-12	0	-6
O=C(CCC1CCCN(C2C3CC4CC(C3)CC2C4)C1)NCc1ccc(F)c(F)c1 (configuration not stated)	.	-2	2	2	.	-1.6%	.	2	-6
NC(N)=NC(N)=Nc1cccc(Cl)c1	-0.3	7	2	-10	-11	0.0%	1	.	-14
COC(CNC(=O)c1ccc(N2CCCC2=O)cc1)OC	0.4	-14	2	0	7	0.8%	-5	3	2
O=C(CCC(=O)N(CC(=O)NC1CCCC1)Cc1cccs1)Nc1nccs1	0.3	-1	1	-8	1	0.6%	-1	-10	2
Cc1ccc2cc(CN(C(=O)c3cccc(Cl)c3)c3ccccc3)c(=O)[nH]c2c1	-0.6	-8	4	7	.	14%	-8	-17	4
Cn1c(Cc2ccccc2)nnc1SCC(=O)Nc1ccccc1N1CCOCC1	0.3	-4	6	3	-20	0.1%	-5	-11	11
O=C(COc1ccc(Cl)cc1)N1CCN(S(=O)(=O)c2ccccc2)CC1	-0.2	-3	2	-3	9	0.0%	8	-17	-4
O=C(NCCc1c[nH]c2ccccc12)C1Cc2ccccc2CN1C(=O)c1ccco1 (configuration not stated)	-0.4	2	1	2	-6	10%	7	3	-8
COc1ccc(OC)c(NC(=O)CSc2nnc(NC(=O)c3ccco3)s2)c1	-0.7	3	7	6	4	-3.2%	2	-4	-9
CCCCNC(=O)C1CCN(C/C(C)=C/c2ccccc2)CC1	0.1	1	7	-3	-8	-1.6%	-15	-14	-1
Oc1ccc(/C=N/n2cnn(Cc3ccccc3Cl)c2=S)c(O)c1	2.3	-2	25	8	8	2.1%	15	-8	9
O=C(N/N=C/c1ccco1)c1cccc(S(=O)(=O)Nc2ccccc2Cl)c1	-0.4	-6	-1	0	1	1.5%	6	-13	-3
CN(C)c1nnnn1-c1ccc(Oc2ccccc2)cc1	2.5	2	11	-9	8	1.1%	4	3	-19
Cc1ccccc1OCC(=O)NN1C(=O)C2C3C=CC(O3)C2C1=O (configuration not stated)	-0.2	4	1	-3	-25	3.2%	13	5	.
CCSc1nnc(NC(=O)C2CC=CCC2C(=O)O)s1 (configuration not stated)	-0.1	0	1	8	7	1.7%	0	-6	-19
SMILES	D2 agonist	TRHR PAM	D1 agonist	D1 PAM	D2 antag	RXFP1 ag	D2 potentiator	RXFP1 antag	D1 antagonist
Cc1cc2nc(C)c(=O)n(C)c2cc1C	0.8	11	-1	-8	7	9.8%	3	1	-38*
COC(=O)c1ccc(NC(=O)c2ccccc2N(C)S(=O)(=O)c2ccccc2)cc1	0.9	7	4	-4	-12	2.6%	1	1	-5
CNC(=O)NC(=S)NC(=O)c1ccc(OC)cc1	0.6	-5	1	-5	16	-2.9%	-5	-3	-9
CCOc1ccc2[nH]cc(C(=O)NCCCN3CCOCC3)c(=O)c2c1	0.4	2	6	-3	7	0.1%	0	-16	3
COc1cc(OC)c(NC(=O)CN(C)S(=O)(=O)c2ccc3[nH]c(=O)oc3c2)cc1Cl	-0.3	-4	3	3	4	0.0%	-16	-3	9
CC(C)CCC(CC(C)O)c1n[nH]c(=S)n1-c1ccccc1 (configuration not stated)	.	25	3	-3	.	-0.2%	.	-13	6
COc1ccc(-n2c(COc3cccc(C)c3)nnc2SCC(=O)O)cc1	0.2	19	2	7	-7	2.5%	0	0	-1
CCN(CC)/C(=N/O)NC(=O)NS(=O)(=O)c1ccc(C)cc1	0.1	27	0	6	7	0.2%	15	-2	-15
COc1ccc(-c2csc(/C(C#N)=C/Nc3cc4oc5ccccc5c4cc3OC)n2)cc1	0.3	-1	0	-3	-9	-1.5%	3	-6	0
Cc1cccc(NC(=O)COc2ccccc2)c1	0.4	3	-2	0	6	0.4%	0	-16	-12
CC(=O)N1C(=O)N(C)C2C1N(C)C(=O)N2C(C)=O (configuration not stated)	1.0	0	1	-6	-13	1.0%	2	.	0
O=c1oc2ccc3ccccc3c2cc1-c1nnc(Nc2ccccc2)s1	1.1	-1	10	3	.	-0.9%	3	15	9
Cc1[nH]c(=O)c(C#N)c2c1CSC(C)(C)C2	0.2	-12	6	2	1	-2.3%	9	7	15
CCC(=O)Nc1ccc(S(=O)(=O)N2CCc3ccccc32)cc1	0.0	7	8	-8	14	0.4%	-15	2	-41*
COc1ccccc1NC(=O)c1ccc(NC(=O)CN2CCCC2)cc1	-0.2	-3	4	2	2	1.2%	1	-8	9
COc1cc(/C=N/N2C(=O)C3C4C=CC(CC4)C3C2=O)ccc1O (configuration not stated)	0.1	7	0	-1	-2	-0.5%	1	7	4
O=C(COc1cccc(NC(=O)c2cccc([N+](=O)[O-])c2)c1)c1ccc(F)cc1	0.0	3	0	-4	-9	-0.7%	5	-5	-5
CC(=O)N1c2ccc(S(=O)(=O)N3CCC(C(=O)NC4CCCCC4C)CC3)cc2CC1C (configuration not stated)	-0.2	-4	0	-3	1	1.7%	3	.	-5
COc1ccc(C(c2sc3nc(C)nn3c2O)N2CCN(CCO)CC2)cc1OC (configuration not stated)	0.1	-2	2	-4	5	1.1%	0	-6	-2
O=C(CCC(=O)c1ccc(Cl)cc1)OCc1nc2ccsc2c(=O)[nH]1	-0.6	-8	1	-3	-2	2.4%	5	8	-2
COc1cccc(C(C(=O)NC(C)(C)C)N(C(=O)CCC(=O)Nc2cc(C)on2)c2ccc3c(c2)OCCO3)c1OC (configuration not stated)	-0.1	5	2	-5	-13	3.8%	-4	-1	8
Cc1cc(-c2nn(-c3ccccc3)cc2/C=C2\SC(N)=NC2=O)ccc1OC(C)C	-0.7	-3	4	-3	-7	1.2%	29	.	19
CCOC(=O)c1ccc(NC(=O)Nc2cc3c(cc2N2CCCCC2)n(CC)c(=O)n3CC)cc1	-0.5	2	2	-5	.	4.0%	1	.	10
COc1ccc(-c2nc(CSCC(=O)NCCC3=CCCCC3)c(C)o2)cc1OC	-1.0	13	-1	-7	-11	2.8%	-8	-1	6
CCCCNC(=S)N1CCN(c2nc3ccccc3s2)CC1	0.6	-2	9	-8	-16	0.5%	-10	-5	-12

Ordered by value in D1 antagonist (falling): 5 of the compounds above
SMILES | D1 antagonist
O=c1oc2ccc3ccccc3c2cc1-c1nnc(Nc2ccccc2)s1 | 9
CC(C)CCC(CC(C)O)c1n[nH]c(=S)n1-c1ccccc1 (configuration not stated) | 6
O=C(NCCc1c[nH]c2ccccc12)C1Cc2ccccc2CN1C(=O)c1ccco1 (configuration not stated) | -8
CNC(=O)NC(=S)NC(=O)c1ccc(OC)cc1 | -9
NC(N)=NC(N)=Nc1cccc(Cl)c1 | -14

(cont.)
SMILES	D2 agonist	TRHR PAM	D1 agonist	D1 PAM	D2 antag	RXFP1 ag	D2 potentiator	RXFP1 antag	D1 antagonist
Cc1c(Cl)cccc1N1CC(C(=O)Nc2nccs2)CC1=O (configuration not stated)	0.6	3	4	-5	-18	-0.5%	16	5	8
O=C1c2ccccc2-c2nc3ccccc3cc21	-1.4	-3	0	2	-25	3.7%	2	-1	-7
O=C(COC(=O)c1oc2ccccc2c1CSc1ccc(Cl)cc1)NC1CCCC1	0.0	-2	15	0	-5	0.6%	-24	16	0
O=C(O)/C(=C\c1ccccc1OC(F)F)c1ccc(-c2ccccc2)cc1	-0.1	-4	3	-1	27	2.5%	-10	-29	-13
CN(CC(=O)NCCCN1CCOCC1)S(=O)(=O)c1ccc(Br)cc1	0.4	-2	1	1	13	0.5%	4	-10	9
COc1ccccc1CNC(=O)Cc1ccc(Br)cc1	0.0	1	2	-6	16	-0.6%	-10	13	0
COc1ccc(-c2cc(C#N)nc(N3CCN(C)CC3)n2)cc1	-3.8	7	0	-1	55*	2.3%	-21	2	-7
CN(C)c1ccc(SC#N)cc1	0.1	0	-1	5	-29	3.1%	-2	9	9
O=C(O)C1NCCc2ccccc21 (configuration not stated)	0.3	-2	0	3	-13	0.4%	7	-8	1
CCOc1ccc(S(=O)(=O)NCCCN2CCOCC2)cc1	0.5	-1	1	-4	18	-0.4%	4	10	-1
Cc1ccc(C)c(NC(=S)N2CCN(c3cccc(C(F)(F)F)c3)CC2)c1	0.0	-1	0	-7	-22	2.2%	-17	-7	-7
Cc1c(Cc2c(Cl)cccc2Cl)c(=O)ccn1C(C)c1ccccc1 (configuration not stated)	-1.3	-5	2	0	0	0.5%	11	-9	11
Cc1ccc(NC(=O)c2sc3nc(C)nc(N4CCN(c5ccccn5)CC4)c3c2C)c(C)c1	-0.3	-2	4	-1	-12	0.8%	0	8	-30
Cc1ccc(O)c([C@H](CCN(C(C)C)C(C)C)c2ccccc2)c1	0.5	11	15	-7	13	3.2%	-17	?	15
Cc1cccc(CC(=O)c2c[nH]c3ccccc23)c1	-0.5	31*	1	-2	-7	0.9%	-5	-14	10
c1ccc(NCc2ccncc2)cc1	-0.8	3	8	1	-10	-0.9%	2	9	11
Cc1ccc(C)c(NC(=O)CSc2c(C)cnc3c2c(=O)n(C)c(=O)n3C)c1	-0.2	3	-2	-1	.	0.2%	-14	2	.

A portion of the library, so the mix of outcomes need not match the whole.
